Screening data (PubChem BioAssay)
GASC1 inh: inhibitors of GASC-1 (KDM4C) histone demethylase, primary screen, biochemical, single concentration HTS. GST-KDM4C 2-372, H3K9me3 peptide, LANCE TR-FRET. inhibition, % at 12.5 µM. 96,000 tested, 0.15% active;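 active means mean replicate inhibition above about 25%, with at least 55% of replicates also reaching it, limit read from the data, passing the limit was not always enough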
Target sequence (Q9H3R0 2-372 limits assumed): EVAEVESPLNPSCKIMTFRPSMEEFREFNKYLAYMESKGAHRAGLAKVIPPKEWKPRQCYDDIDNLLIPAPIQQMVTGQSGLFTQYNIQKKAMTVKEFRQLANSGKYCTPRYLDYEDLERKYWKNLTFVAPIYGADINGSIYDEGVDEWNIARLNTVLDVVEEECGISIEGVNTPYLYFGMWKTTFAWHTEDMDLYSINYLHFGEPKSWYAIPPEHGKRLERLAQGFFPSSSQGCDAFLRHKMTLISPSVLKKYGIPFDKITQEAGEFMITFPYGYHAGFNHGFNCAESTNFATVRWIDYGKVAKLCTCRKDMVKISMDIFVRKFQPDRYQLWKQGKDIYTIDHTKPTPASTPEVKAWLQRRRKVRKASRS
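System: N-terminal GST-fused human GASC-1 (KDM4C) fragment, residues 2-372; amount: enzyme final amount 10 nM; incubation: reaction 30 min RT, detection step 1 h RT; medium: HEPES buffer, pH 7.5, plus ascorbate; technique: LANCE TR-FRET, Eu antibody, ULight-streptavidin, EDTA, ex 340 nm, em 618/671 nm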
C diff growth: C. difficile growth inhibitors, primary screen, HTS; Clostridium difficile clinical isolate growth, OD600, 24 h; active compounds read low; growth activity, negative = inhibition, % at 16 µg/mL (by protocol); 86,000 tested, 0.25% active; AID 1259249, 2017;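 active means mean growth activity at or below -80% and every replicate also at or below -80%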;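 further: 0% = DMSO wells and -100% = levofloxacin 16 µg/mL wells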
T cruzi growth: T. cruzi intracellular proliferation inhibitors, primary screen, cell-based, beta-gal Tulahuen parasites, NIH3T3 host, luminescence. T. cruzi beta-gal in NIH3T3, GalScreen luminescence, 90 h. inhibition, % at 8.34 µM. 77,000 tested, 5.9% active;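 active means mean inhibition above about 93%, with at least 55% of replicates each passing it, limit read from the data, passing the limit was not always enough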
Pf Dd2 growth: P. falciparum Dd2 growth inhibitors, primary screen, SYBR Green fluorescence, single dose replicates. 72 h; active compounds read low. activity change, % at 10 µM. 94,000 tested, 2.3% active; in the data active means activity change below about -80%
* marks the source's active call; other numbers are inactive results; . = not tested or not shown; & = joins results of further samples; ! = not confirmed by another sample.

SMILES	GASC1 inh	C diff growth	T cruzi growth	Pf Dd2 growth
CC(C)C#Cc1ccc([C@@H]2[C@H](CO)N3CCCCN(CC4CC4)C[C@@H]23)cc1	-1.0	-1	85	-63
CC(C)CC#Cc1cnc2c(c1)C(=O)N([C@@H](C)CO)C[C@H](C)[C@@H](CN(C)Cc1ccccn1)O2	11	-15	29	-25
O=C(C[C@H]1C[C@@H]2c3cc(NC(=O)Nc4ccc(F)cc4)ccc3O[C@@H]2[C@@H](CO)O1)NC1CCCCC1	-0.4	5	56	-74
COc1ccc(-c2ccc3c(c2)[C@@H]2[C@@H](CCN2C(=O)Cc2ccccn2)[C@H](CO)N3C)cc1	0.9	-10	91*	-61
CCC(=O)Nc1ccc2c(c1)C(=O)N(C)C[C@H](OC)[C@@H](C)CN(C(=O)CN1CCOCC1)[C@H](C)CO2	-0.8	.	-35	.
C[C@H](CO)N1C[C@H](C)[C@@H](CN(C)C(=O)Nc2ccccc2)Oc2c(NC(=O)C3CCCCC3)cccc2C1=O	-4.4	2	-12	-1
C[C@H]1CN([C@@H](C)CO)S(=O)(=O)c2ccc(C#CC3(O)CCCC3)cc2O[C@H]1CN(C)C(=O)c1ccccc1	-0.2	-2	12	-46
C[C@@H]1CCCCO[C@H](CN(C)Cc2ccc3c(c2)OCO3)[C@@H](C)CN([C@H](C)CO)C(=O)c2cc(NS(=O)(=O)c3ccc(F)cc3)ccc2O1	-0.2	.	.	-42
CN(C)CC(=O)N1[C@H](CO)[C@H](c2ccc(C#CC3CC3)cc2)[C@@H]1C#N	1.2	0	14	34
CO[C@H]1CN(C)C(=O)c2ccc(NC(C)=O)cc2OC[C@@H](C)N(Cc2ccccc2F)C[C@@H]1C	0.0	.	10	-21
COc1ccc(NC(=O)Nc2ccc3c(c2)C(=O)N([C@@H](C)CO)C[C@@H](C)[C@H](CN(C)Cc2ccccc2)OCCCC[C@H](C)O3)cc1	0.8	1	100*	-39
CCCN1[C@@H]2c3ccc(-c4cccc(C(=O)N(C)C)c4)c(=O)n3C[C@@H]2[C@@H](CO)[C@@H]1C(=O)NCCOC	3.8	1	29	11
C[C@H]1CN([C@@H](C)CO)S(=O)(=O)c2ccc(C#CCC3CCCC3)cc2O[C@@H]1CN(C)C(=O)CC1CC1	.	16	121*	-66
C[C@@H]1CN([C@@H](C)CO)C(=O)c2cccc(NS(=O)(=O)c3ccc(F)cc3)c2O[C@H]1CN(C)Cc1ccc(C(F)(F)F)cc1	-3.2	-1	63	-18
C[C@H](CO)N1C[C@H](C)[C@H](CN(C)CC2CC2)OCc2cnnn2CCCC1=O	2.6	.	-14	5
O=C(C[C@@H]1CC[C@H](NC(=O)C2CCOCC2)[C@H](CO)O1)NCc1ccncc1	-2.2	0	.	35
O=C(C[C@H]1CC[C@@H]2[C@H](COC[C@H](O)CN2Cc2nccs2)O1)N1CCC(Cc2ccccc2)CC1	1.9	7&-1	49	.
CCNC(=O)[C@@H]1[C@@H](CO)[C@@H]2Cn3c(ccc(/C=C/c4ccccc4)c3=O)[C@H]1N2CC	-1.3	2	19	15
C[C@@H]1CN([C@H](C)CO)C(=O)c2cccc(NS(=O)(=O)c3ccc(F)cc3)c2O[C@H]1CN(C)Cc1ccc(C(=O)Nc2ccccc2N)cc1	3.3	10	.	-68
C[C@@H]1CCCCO[C@H](CN(C)C(=O)Nc2ccc(C(F)(F)F)cc2)[C@@H](C)CN([C@H](C)CO)C(=O)c2cc(NC(=O)Nc3ccccc3)ccc2O1	0.3	0	.	-73

Ten neighbouring records out of the list so far, quoted:
SMILES	GASC1 inh	C diff growth	T cruzi growth	Pf Dd2 growth
COc1ccc(NC(=O)Nc2ccc3c(c2)C(=O)N([C@@H](C)CO)C[C@@H](C)[C@H](CN(C)Cc2ccccc2)OCCCC[C@H](C)O3)cc1	0.8	1	100*	-39
CCCN1[C@@H]2c3ccc(-c4cccc(C(=O)N(C)C)c4)c(=O)n3C[C@@H]2[C@@H](CO)[C@@H]1C(=O)NCCOC	3.8	1	29	11
C[C@H]1CN([C@@H](C)CO)S(=O)(=O)c2ccc(C#CCC3CCCC3)cc2O[C@@H]1CN(C)C(=O)CC1CC1	.	16	121*	-66
C[C@@H]1CN([C@@H](C)CO)C(=O)c2cccc(NS(=O)(=O)c3ccc(F)cc3)c2O[C@H]1CN(C)Cc1ccc(C(F)(F)F)cc1	-3.2	-1	63	-18
C[C@H](CO)N1C[C@H](C)[C@H](CN(C)CC2CC2)OCc2cnnn2CCCC1=O	2.6	.	-14	5
O=C(C[C@@H]1CC[C@H](NC(=O)C2CCOCC2)[C@H](CO)O1)NCc1ccncc1	-2.2	0	.	35
O=C(C[C@H]1CC[C@@H]2[C@H](COC[C@H](O)CN2Cc2nccs2)O1)N1CCC(Cc2ccccc2)CC1	1.9	7&-1	49	.
CCNC(=O)[C@@H]1[C@@H](CO)[C@@H]2Cn3c(ccc(/C=C/c4ccccc4)c3=O)[C@H]1N2CC	-1.3	2	19	15
C[C@@H]1CN([C@H](C)CO)C(=O)c2cccc(NS(=O)(=O)c3ccc(F)cc3)c2O[C@H]1CN(C)Cc1ccc(C(=O)Nc2ccccc2N)cc1	3.3	10	.	-68
C[C@@H]1CCCCO[C@H](CN(C)C(=O)Nc2ccc(C(F)(F)F)cc2)[C@@H](C)CN([C@H](C)CO)C(=O)c2cc(NC(=O)Nc3ccccc3)ccc2O1	0.3	0	.	-73

Further records.
SMILES	GASC1 inh	C diff growth	T cruzi growth	Pf Dd2 growth
COc1ccc(S(=O)(=O)N[C@@H]2CC[C@@H](CCNC(=O)CN3CCOCC3)O[C@H]2CO)cc1	1.6	-6	21	6
CC(C)NC(=O)Nc1ccc2c(c1)C(=O)N([C@@H](C)CO)C[C@@H](C)[C@H](CN(C)S(C)(=O)=O)O2	0.3	-1	5	6
CCCN(C)C[C@@H]1Oc2cc(C#Cc3ccccc3F)ccc2S(=O)(=O)N([C@H](C)CO)C[C@@H]1C	-1.1	-1	79	-62
C[C@@H]1CN([C@H](C)CO)S(=O)(=O)c2ccc(-c3ccc(C(=O)N(C)C)cc3)cc2O[C@H]1CN(C)C(=O)Cc1ccccn1	-1.5	-9&-5	45&53	-11&2
CO[C@H]1CN(C)C(=O)c2ccc(NC(=O)Nc3ccccc3F)cc2OC[C@H](C)NC[C@H]1C	-0.1	-1	2	4
COc1ccc(CN(C)C[C@@H]2Oc3ccc(NS(=O)(=O)c4ccc(Cl)cc4)cc3CC(=O)N([C@@H](C)CO)C[C@H]2C)cc1	0.9	-1	.	-6
Cc1ccc(S(=O)(=O)N(C)C[C@@H]2OCCCC[C@@H](C)Oc3ccc(NS(C)(=O)=O)cc3C(=O)N([C@H](C)CO)C[C@H]2C)cc1	-0.5	-2	7	-20
O=C1CN(Cc2ccccc2)C[C@@H]2[C@@H](c3ccc(Br)cc3)[C@@H](CO)N12	15	56	.	26
O=C(Cc1ccccn1)N1[C@@H](CO)[C@@H]2c3ccccc3NC[C@@H]21	1.0	-8	-19	-6
CCCC(=O)Nc1ccc2c(c1)C(=O)N(C)C[C@H](OC)[C@H](C)CN(Cc1cncnc1)[C@@H](C)CO2	-0.5	-2	25	-37
C[C@H]1CN([C@@H](C)CO)C(=O)c2cc(C#Cc3ccccn3)cnc2O[C@@H]1CN(C)CC1CCOCC1	-0.8	-3	57	32
CCC(=O)N1[C@@H]2c3ccc(-c4ccc(F)cc4)c(=O)n3C[C@H]1[C@H](CO)[C@H]2C(=O)N(C)C	-1.2	0	35	6
CN(C)C(=O)[C@@H]1[C@@H](CO)[C@@H]2Cn3c(ccc(C4=CCCCC4)c3=O)[C@H]1N2Cc1ccccc1	0.2	-1	63	-8
COc1cccc(S(=O)(=O)Nc2ccc3c(c2)C(=O)N(C)C[C@@H](OC)[C@H](C)CN(C(=O)Cc2cccnc2)[C@H](C)CO3)c1	-1.0	.	.	-13
CC(C)NC(=O)Nc1ccc2c(c1)C(=O)N([C@@H](C)CO)C[C@@H](C)[C@H](CN(C)S(=O)(=O)c1cn(C)cn1)OCCCC[C@H](C)O2	-1.4	-3	-41	-10
C[C@H]1CCCCO[C@H](CN(C)S(=O)(=O)c2ccc(Cl)cc2)[C@@H](C)CN([C@@H](C)CO)C(=O)c2cc(NC(=O)Nc3ccc4c(c3)OCO4)ccc2O1	-0.5	-1	105*	-75
CC(C)CC#Cc1cnc2c(c1)C(=O)N([C@H](C)CO)C[C@H](C)[C@@H](CN(C)C(=O)c1cccnc1)O2	11	4	-8	-28
CC(C)CC#Cc1ccc([C@@H]2[C@H]3CN(C(=O)Cc4ccccc4)CC(=O)N3[C@H]2CO)cc1	0.4	-3	.	-53
COCCNC(=O)C[C@H]1C[C@@H]2c3cc(NC(=O)Nc4ccccc4)ccc3O[C@@H]2[C@@H](CO)O1	0.5	-3	56	-8
CN1c2ccc(C#Cc3cccnc3)cc2[C@H]2[C@H](CCN2C(=O)C2CCCCC2)[C@H]1CO	0.2	3	55	-36
C[C@H]1CN([C@@H](C)CO)C(=O)Cc2cc(NS(C)(=O)=O)ccc2O[C@@H]1CN(C)C(=O)Nc1ccc(C(F)(F)F)cc1	9.8	0	6	-10
C[C@@H]1CN([C@H](C)CO)C(=O)c2cccc(NC(=O)c3ccncc3)c2O[C@H]1CN(C)S(=O)(=O)c1cn(C)cn1	0.2	.	10	21
CCCC#Cc1ccc([C@H]2[C@@H](CO)N3CCCCN(S(=O)(=O)c4ccccc4F)C[C@H]23)cc1	2.1	48	102	-61
O=C(c1ccc2c(c1)OCO2)N1C[C@@H]2N[C@H](C1)C2c1ccc(/C=C/c2ccccc2)cc1 (some centres not stated)	-0.1&-1.6	47&-35	.	-89*!
C[C@@H]1CN([C@H](C)CO)C(=O)c2cc(NC(=O)Cc3ccccc3)ccc2O[C@@H](C)CCCCO[C@@H]1CN(C)Cc1ccc2c(c1)OCO2	0.7	1	100*	-72
C[C@H](O)C#Cc1cnc2c(c1)C(=O)N([C@H](C)CO)C[C@H](C)[C@H](CN(C)CC1CCOCC1)O2	0.0	-1	.	37
COCC(=O)N1CC2(C1)[C@@H](c1ccc(-c3ccccc3)cc1)[C@@H](CO)N2C(=O)COC	-2.1	-10	.	-63
C[C@H]1CN([C@@H](C)CO)C(=O)c2cc(NC(=O)Cc3ccccc3)ccc2O[C@H]1CN(C)S(=O)(=O)c1ccccc1	3.6	-5	20	-45
N#C[C@H]1[C@@H](c2ccccc2-c2ccccc2)[C@H](CO)N1C(=O)Cc1cccnc1	-1.8	-7	.	0
CNC(=O)C[C@@H]1CC[C@H]2[C@@H](COC[C@H](O)CN2C(=O)Nc2ccc(Cl)c(Cl)c2)O1	0.5	-4	32	-4
C[C@H]1CN([C@@H](C)CO)C(=O)c2cccc(NC(=O)C3CC3)c2O[C@@H]1CN(C)S(=O)(=O)c1cccs1	0.5	4	-7	26
CO[C@@H]1CN(C)C(=O)c2cc(NC(=O)CC(F)(F)F)ccc2OC[C@H](C)N(C(C)=O)C[C@H]1C	1.8	-9	.	13
COc1cccc(-c2cnc3c(c2)C(=O)N([C@@H](C)CO)C[C@H](C)[C@H](CN(C)Cc2ccccc2)O3)c1	-1.9	2	73	5
C[C@H]1CN([C@@H](C)CO)C(=O)c2cccc(NC(=O)c3nc4ccccc4s3)c2O[C@@H]1CN(C)S(=O)(=O)c1cccs1	0.4	2	90	-43
Cc1noc(C)c1NC(=O)N(C)C[C@@H]1Oc2ccc(NC(=O)CCN3CCOCC3)cc2C(=O)N([C@@H](C)CO)C[C@H]1C	-0.8	-5	-6	10
COc1cccc(NC(=O)N[C@H]2CC[C@@H](CC(=O)N3CCCCC3)O[C@@H]2CO)c1	1.2	.	20	-35
CCCc1cn(CC[C@@H]2CC[C@@H](NC(=O)Nc3ccc4c(c3)OCO4)[C@@H](CO)O2)nn1	-0.4	-3	-4	-3
COc1cccc(CNC(=O)C[C@H]2C=C[C@H](NC(C)=O)[C@@H](CO)O2)c1	0.6	5	-38	21
CCCN(C)C[C@H]1Oc2cc(C#CCC(C)C)ccc2S(=O)(=O)N([C@@H](C)CO)C[C@H]1C	-0.3	2	81	-26
C[C@@H]1CN([C@@H](C)CO)C(=O)c2cc(NC(=O)CCCN(C)C)ccc2O[C@@H](C)CCCCO[C@H]1CN(C)C(=O)Nc1cccc2ccccc12	9.5	-2	1	-85*
O=C(C[C@@H]1CC[C@H]2[C@@H](COC[C@@H](O)CN2C(=O)c2ccccc2)O1)N1CCOCC1	5.4	7&-3	48	7
O=C(N[C@@H]1C=C[C@@H](CC(=O)N2CCc3ccccc3C2)O[C@@H]1CO)C1CC1	5.1	.	29	-11
C[C@@H]1CN([C@@H](C)CO)C(=O)c2cc(NC(=O)Nc3ccc4c(c3)OCO4)ccc2O[C@@H]1CN(C)Cc1ccncc1	-0.2	2	82	-22
C[C@H]1CN([C@@H](C)CO)C(=O)c2cc(NC(=O)C3CC3)ccc2O[C@@H]1CN(C)C(=O)NC1CCCCC1	-1.4	-1	60	6
COCc1cn(CC[C@@H]2CC[C@H](NC(=O)c3ccc(F)cc3)[C@H](CO)O2)nn1	-2.0	-1	-45	12
CCCC#Cc1ccc([C@H]2[C@H]3CN(C(=O)Nc4ccc(F)cc4)CC(=O)N3[C@H]2CO)cc1	2.0	0	.	8
